KKLEB cytotox – CF airway cell cytotoxicity counter-screen; AID 602141; hit rate 0.36% among 360,000; KKLEB CF airway cells viability, ATPlite luminescence, overnight; stronger effect = lower value; cells stimulated with P. aeruginosa culture filtrate; activity change (cytotoxicity), % at 5 µM;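 active means corrected activity change at or below -50% at 5 µM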
CF NFkB inh – inhibitors of cystic fibrosis induced NF-kB | KKLEB NF-kB-GFP reporter, PAF-induced, GFP fluorescence overnight | hit rate 0.86% among 360,000 | AID 588850 | inhibition, % at 5 µM;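 active means at least 50% inhibition at 5 µM, scaled per plate between neutral and stimulator controls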;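 further: PAF is a Pseudomonas aeruginosa culture filtrate used as stimulus; plate controls were PAF-stimulated DMSO wells for no effect and unstimulated DMSO wells for full effect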
MITF TRPM1 inh – reduces MITF-dependent TRPM1 promoter luciferase signal | SK-MEL-5 TRPM1 promoter luciferase, 24 h | inhibition, % at 12.5 µM | hit rate 0.83% among 330,000;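 active means mean inhibition across replicates of 60% or more, whatever share of single replicates reaches that level; inconclusive means some that reach 60%, reason not given; inactive means mean inhibition across replicates below 60%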; further: values of inactives mirror those of a sister screen read the other way
CaV13 FRET inh – Primary screen for inhibitors of IQ motif and Ca2+-dependent inactivation inhibitor domain binding in CACNA1D, Förster resonance energy transfer in living cells, …; HEK cells, CFP/YFP FRET ICDI-IQ, plate reader, 10 min; percent FRET-ratio fall versus neutral wells; inhibition, % at 12.3 µM; hit rate 0.098% among 340,000;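 active means mean replicate inhibition of at least 30% and at least 1% of replicates passing that level; inconclusive means only one of the two criteria is met; inactive means neither criterion is met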;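 further: 0% = median of the neutral control wells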
NR2E3 ag-1 – agonists of human NR2E3 nuclear receptor. CHO-S Gal4-NCOR/VP16-NR2E3 two-hybrid, luciferase. inhibition of corepressor binding, % at 3.98 µM. Q9Y5X4. hit rate 0.35% among 360,000. AID 602229;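 active means inhibition above the mean of all tested compounds plus 3 SD, cut at about 70% in these data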;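 further: 0% = DMSO with NR2E3 transfected cells and 100% = cells lacking NR2E3 construct; higher means lower luciferase signal from less NR2E3 corepressor binding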
Target sequence (Q9Y5X4 whole entry, looked up, the tested form may be a part): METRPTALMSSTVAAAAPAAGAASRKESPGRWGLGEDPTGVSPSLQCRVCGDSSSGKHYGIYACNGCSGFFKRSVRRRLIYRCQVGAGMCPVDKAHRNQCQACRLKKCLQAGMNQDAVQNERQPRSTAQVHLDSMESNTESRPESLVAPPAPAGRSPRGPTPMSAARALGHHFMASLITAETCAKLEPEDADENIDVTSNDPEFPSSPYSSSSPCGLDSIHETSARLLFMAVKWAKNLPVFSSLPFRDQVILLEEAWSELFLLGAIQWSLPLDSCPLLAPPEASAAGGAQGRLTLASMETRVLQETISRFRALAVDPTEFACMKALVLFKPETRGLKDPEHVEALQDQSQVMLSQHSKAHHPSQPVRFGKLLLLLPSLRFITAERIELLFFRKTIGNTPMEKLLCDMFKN
PDI inh – blocks human protein disulfide isomerase activity | hit rate 0.052% among 350,000 | AID 588391 | inhibition, % at 10 µM | P07237 | PDI insulin aggregation turbidity, A650, 90 min;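 active means mean inhibition across replicates of 30% or more, whatever share of single replicates reach that level; inconclusive means mean inhibition below 30% while every single replicate reaches 30%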;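 further: absorbance from insulin aggregation driven by PDI reduction with DTT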
Target sequence (P07237 whole entry, looked up): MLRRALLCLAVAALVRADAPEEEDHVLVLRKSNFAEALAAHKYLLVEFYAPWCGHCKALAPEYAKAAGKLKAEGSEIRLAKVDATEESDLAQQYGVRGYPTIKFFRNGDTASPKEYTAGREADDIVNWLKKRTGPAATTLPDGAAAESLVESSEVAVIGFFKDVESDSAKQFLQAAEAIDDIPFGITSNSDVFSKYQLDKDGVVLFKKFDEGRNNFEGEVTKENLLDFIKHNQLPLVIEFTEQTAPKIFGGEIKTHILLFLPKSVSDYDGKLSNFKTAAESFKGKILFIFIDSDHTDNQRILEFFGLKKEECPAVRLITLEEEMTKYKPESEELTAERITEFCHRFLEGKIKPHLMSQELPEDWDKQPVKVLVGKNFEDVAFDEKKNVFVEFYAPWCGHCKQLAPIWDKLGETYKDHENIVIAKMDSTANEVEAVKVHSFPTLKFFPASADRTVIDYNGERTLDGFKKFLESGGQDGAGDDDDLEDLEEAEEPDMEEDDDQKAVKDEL
Shn3 inh set2 – inhibitors of Schnurri-3 3'UTR reporter in osteoblasts | AID 588674 | inhibition, % at 12.5 µM | Clone20 osteoblast Shn3 3'UTR firefly luciferase, 24 h | hit rate 0.52% among 360,000;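 active means mean inhibition of at least 75% with every replicate also reaching 75%; inconclusive means mean inhibition at least 75% but some replicate below; inactive means mean inhibition below 75%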;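 further: 0% = median of neutral control wells and 100% = pilot-screen positive control compound; some compounds past the cut are filed as inactive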
NR2E3 ag-2 – activates human photoreceptor nuclear receptor NR2E3. GST-NR2E3/biotin-RetCOR TR-FRET, 1536-well. AID 2300. Q9Y5X4. hit rate 0.12% among 320,000. inhibition of corepressor binding, % at 4.78 µM;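 active means percent inhibition above the cutoff of mean plus 3 SD of all tested compounds, set per screening campaign, cut at about 20% in these data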;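 further: 0% = DMSO wells and 100% = biotin wells as full block of FRET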
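System: GST-NR2E3 and biotin-RetCOR proteins; probe or stimulus: 7 nM biotin-RetCOR; doses: compound at 4.8 µM, single dose; schedule: Compound–protein incubation for 5 h at 4 °C; detection: time-resolved FRET; read-out: percent inhibition; controls: biotin wells as high control, 0.6% DMSO wells as low control; format: 1536-well plates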
Peg3 promoter – reduces Peg3 promoter-driven luciferase expression in HeLa; inhibition, % at 20 µM; HeLa PEG-Prom luciferase reporter, luminescence, overnight; hit rate 1.7% among 360,000; AID 588405;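 active means inhibition of at least 50% at 20 µM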
Vif imaging – blocks HIV Vif function; HEK293T cells, Vif self-association by quenched fluorescence, imaging, 24 h; inhibition, % at 7.49 µM; hit rate 0.35% among 340,000; AID 602346; in the data active means inhibition above about 50%, passing the limit was not always enough; inconclusive means no clear call, values can overlap the other calls; inactive means below about 31%; further: some results filed as inactive read as strong as hits
HIF-2a inh – HIF-2a inhibition. 786-0 RCC cells HIF-2a reporter, luciferase luminescence, overnight. inhibition, % at 18.8 µM. hit rate 0.72% among 360,000. AID 624352;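 active means inhibition of the luminescence signal of 40% or more relative to plate controls, in a single-dose primary screen at 18.75 µM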
Numbers without * were called inactive; ? = inconclusive; . = not tested or not shown.

SMILES	KKLEB cytotox	CF NFkB inh	MITF TRPM1 inh	CaV13 FRET inh	NR2E3 ag-1	PDI inh	Shn3 inh set2	NR2E3 ag-2	Peg3 promoter	Vif imaging	HIF-2a inh
CC(=O)N1CCC(=NNS(=O)(=O)c2ccc(C)c([N+](=O)[O-])c2)CC1	8.5	8.5	8.1	-7.7	-4.0	1.4	-15.6	2.4	2.0	-0.3	17.6
O=C(NCc1ccco1)C1CC(=O)N(c2ccc(Cl)cc2)C1 (stereo unspecified)	8.7	5.0	7.7	2.6	3.8	-2.3	12.8	3.7	5.0	0.8	15.2
CCN(CC)C(=O)c1[nH]cnc1C(=O)Nc1ccc(Cl)cc1	10.7	7.2	-1.8	-11.5	9.3	-0.9	-10.2	-0.3	7.5	17.4	-13.2
CCn1c(SCC(=O)N2CCc3ccccc32)nnc1-c1c[nH]c2ccccc12	-0.4	-7.7	-2.2	.	1.2	0.2	28.3	1.9	20.1	-3.8	5.6
CCCCNC(=O)c1ccc2nc(-c3ccco3)c(-c3ccco3)nc2c1	-7.7	5.4	.	-6.2	-16.2	-2.1	8.3	5.0	-6.4	-8.8	9.5
COc1ccc(C(=O)Nc2ccccc2C(=O)N/N=C/c2ccco2)cc1	-47.2	1.5	-23.6	-16.2	-50.3	6.6	-86.2	0.2	-110.8	-5.8	-127.1
C=CCn1c(-c2ccoc2C)n[nH]c1=S	0.0	-2.5	7.3	-8.7	1.2	4.7	5.1	3.1	-6.6	4.4	6.3
O=[N+]([O-])c1ccc(N2CCN(c3ccc(Cl)nn3)CC2)cc1NC1CC1	-6.0	8.5	-0.7	-4.1	-26.4	-8.3	-6.0	-2.4	19.0	-2.9	19.9
COc1cccc(CNC(=O)Cc2nc3nc(C)cc(C)n3n2)c1	-8.8	-1.4	-2.4	-3.4	-7.2	6.8	-21.1	4.6	9.8	-6.9	5.9
NC(=O)C1CCN(C(=O)CN2C(=O)c3ccccc3S2(=O)=O)CC1	0.2	10.9	4.7	-4.2	-47.7	-1.8	-8.4	1.2	-4.8	5.4	4.4
S=C(NCCCc1ccccc1)Nc1ccccc1	-3.6	4.9	2.1	-2.7	-5.2	-4.2	-14.5	.	-19.8	-5.3	-72.2
COCCCNC(=O)COc1ccc(-c2nccc(-c3ccccn3)n2)cc1	-2.8	-0.4	8.5	-5.3	3.0	10.7	45.1	1.6	-14.3	6.4	40.2*
COc1ccc(CNC(C)C23CC4CC(CC(C4)C2)C3)c(OC)c1OC (stereo unspecified)	-6.3	11.0	-11.8	-3.3	8.0	3.4	17.7	-2.9	1.4	.	20.1
O=C(CSc1ccc([N+](=O)[O-])cn1)Nc1ccccc1N1CCOCC1	1.8	24.1	-2.8	-5.9	-10.3	6.1	-8.0	-1.1	16.6	-2.8	10.4
c1cncc(CNC2CCCc3ccccc32)c1 (stereo unspecified)	-0.4	-8.9	-3.7	-3.1	17.7	11.0	6.4	-2.0	10.0	11.7	10.1
Cc1nc(SCC(=O)NC2CCCCC2)[nH]c(=O)c1C	-1.7	7.0	-6.7	-3.7	-4.6	-1.7	.	2.0	15.4	-5.6	-4.7
O=C(CCc1ccccc1)NNC(=O)c1ccccc1F	-21.8	7.0	9.8	-2.6	-17.1	-6.0	15.0	-3.2	-5.0	14.4	-15.1
CCc1nc2ccccc2c(=O)n1NC(=O)c1c(O)c2cccc3c2n(c1=O)CCC3	-7.6	-6.8	0.9	.	-11.0	-3.2	20.2	4.3	25.5	2.4	14.4
C[C@H](NC(=O)c1nc[nH]c1C(=O)NCc1ccc(CNC(=O)OC(C)(C)C)cc1)C(=O)OC(C)(C)C	-7.9	-21.0	-0.3	-9.8	31.1	-2.6	47.6	1.1	49.0	-3.7	12.0
N#CC1=C(N)OC2=C(C(=O)CCC2)C1c1ccc2c(c1)OCO2 (stereo unspecified)	5.7	-9.0	11.9	-1.6	-36.6	9.8	3.8	-1.7	12.6	-5.7	13.3
OCCN1C2=NCCCN2c2ccccc21	3.0	1.6	-2.0	-2.9	-17.3	8.3	-12.4	2.1	5.4	17.2	15.2
Cc1noc(NC(=O)c2cccc(Cl)c2Cl)c1C#N	7.9	-2.4	3.8	2.3	-2.7	5.2	-14.3	-3.9	-0.9	-8.6	12.2
COc1ccccc1S(=O)(=O)Cc1ccc(C(=O)N2CCOCC2)o1	-0.9	10.3	0.7	?	-25.6	-4.7	-15.8	0.4	-5.1	2.2	7.4
CC1CC(C)CN(S(=O)(=O)c2cccc3cccnc23)C1 (stereo unspecified)	1.8	12.4	3.0	0.0	-13.5	-5.9	-16.2	4.6	7.4	-5.4	19.9
COc1ccc(/C=C2/C(=O)ON=C2c2ccccc2)cc1OC	-8.4	7.0	28.2	-4.6	12.0	1.2	12.1	2.7	30.6	-0.5	41.2*

Some of the entries so far, in markdown.
| molecule | KKLEB cytotox | CF NFkB inh | MITF TRPM1 inh | CaV13 FRET inh | NR2E3 ag-1 | PDI inh | Shn3 inh set2 | NR2E3 ag-2 | Peg3 promoter | Vif imaging | HIF-2a inh |
| --- | --- | --- | --- | --- | --- | --- | --- | --- | --- | --- | --- |
| N#CC1=C(N)OC2=C(C(=O)CCC2)C1c1ccc2c(c1)OCO2 (stereo unspecified) | 5.7 | -9.0 | 11.9 | -1.6 | -36.6 | 9.8 | 3.8 | -1.7 | 12.6 | -5.7 | 13.3 |
| OCCN1C2=NCCCN2c2ccccc21 | 3.0 | 1.6 | -2.0 | -2.9 | -17.3 | 8.3 | -12.4 | 2.1 | 5.4 | 17.2 | 15.2 |
| Cc1noc(NC(=O)c2cccc(Cl)c2Cl)c1C#N | 7.9 | -2.4 | 3.8 | 2.3 | -2.7 | 5.2 | -14.3 | -3.9 | -0.9 | -8.6 | 12.2 |

Following part
SMILES	KKLEB cytotox	CF NFkB inh	MITF TRPM1 inh	CaV13 FRET inh	NR2E3 ag-1	PDI inh	Shn3 inh set2	NR2E3 ag-2	Peg3 promoter	Vif imaging	HIF-2a inh
COc1ccccc1NC(=S)NN=C(C)c1ccccn1	9.7	2.3	54.0	-10.2	78.3*	-1.2	91.4*	.	-33.2	-13.8	-109.6
NNC(=S)Nc1ccc(S(=O)(=O)N2CCOCC2)cc1	4.2	-2.0	12.7	-4.3	6.9	2.3	6.6	-2.3	1.6	-0.4	12.4
Cc1nn(C)c(C)c1S(=O)(=O)N1CCCC(C(=O)N2CCN(c3ccccc3)CC2)C1 (stereo unspecified)	10.0	-2.6	11.0	-2.9	-19.2	.	-4.0	2.3	8.8	.	8.9
COc1ccc(C(C(=O)NC2CCCC2)N(C(=O)c2ccco2)c2cc3c(cc2C(C)=O)OCO3)cc1OC (stereo unspecified)	-2.9	-5.1	1.0	-7.4	-21.2	-14.6	-3.8	2.9	19.4	8.3	10.3
CCN(CC)CCN1C(=O)c2cccc3cc(N)cc(c23)C1=O	-8.2	-72.1	7.8	-8.3	-20.7	-2.9	-28.3	-8.2	50.8*	24.6	25.4
COc1ccc(N2CCN(c3nc4cc(C)ccc4cc3C=O)CC2)cc1	-2.8	-1.4	-10.2	-4.5	-9.1	-0.9	-20.7	3.3	5.9	-5.1	-21.1
O=S(=O)(c1cc(-c2nnc(-c3ccc(Br)cc3)o2)ccc1Br)N1CCCCCC1	-14.4	7.6	8.3	.	-11.1	-13.9	-17.3	-1.7	15.3	6.0	-16.6
Cn1c(=O)nc2n(Cc3ccccc3)c3ccccc3cc-2c1=O	-15.0	22.2	-11.7	1.5	-4.9	-1.1	0.0	-0.7	6.8	-6.8	12.0
Nc1ccc(-c2nc3cc([N+](=O)[O-])ccc3o2)cc1	18.0	-59.1	-40.7	-5.2	-124.5	-1.5	-62.7	-3.5	-237.3	2.2	-377.2
O=C(NCC(=O)N(c1ccccc1F)C(C(=O)NC1CCCC1)c1cccnc1)c1ccco1 (stereo unspecified)	6.5	-4.2	2.7	-7.0	-4.3	7.3	2.1	7.6	11.0	6.2	19.6
CCOc1ccc2oc(-c3ccccc3)c(C(=O)O)c2c1	-0.5	-7.9	1.0	.	3.5	6.1	10.6	0.4	-8.5	2.9	0.8
CCc1cccc(C)c1NC(=O)COC(=O)CNS(=O)(=O)/C=C/c1ccccc1	9.9	-16.5	4.5	-4.1	3.5	8.2	1.0	1.3	6.8	-3.3	8.3
Cc1cc(Br)ccc1OCCN1CC(C)OC(C)C1 (stereo unspecified)	0.2	2.3	-6.4	-1.8	-1.7	-3.6	-0.8	-4.9	2.7	-0.8	11.8
O=C(COc1ccc2cc(-c3ccccc3)c(=O)oc2c1)NCC1CCC(C(=O)O)CC1 (stereo unspecified)	12.2	-4.5	-7.7	.	-3.9	.	6.9	4.4	-23.1	5.0	-23.0
COc1ccc(-c2cc(C(=O)NCCCn3ccnc3)no2)cc1OC	11.4	-27.9	19.1	-5.1	-2.9	16.4	23.9	1.1	14.6	-1.2	4.5
CCCCC(CC)CNC(=O)CCS(=O)(=O)c1cccc2nonc12 (stereo unspecified)	5.3	1.3	-0.9	-4.5	-8.0	0.7	6.8	4.2	12.1	.	16.1
O=C(NC1CC1)C1CCN(c2ccc(S(=O)(=O)N3CCOCC3)cc2)CC1	-1.1	14.7	11.3	-4.7	-7.5	-3.4	-9.7	2.5	-0.2	8.7	-3.7
CCCCn1c(N)c(N(CC)C(=O)c2cccc(F)c2)c(=O)[nH]c1=O	11.0	2.0	-11.0	-4.4	-17.0	-3.8	5.2	5.0	6.5	-8.8	13.8
CCCCNC(=O)c1nn2c(C(F)(F)F)cc(-c3ccccc3)nc2c1Br	-5.7	8.4	5.5	-4.9	3.9	10.6	28.8	.	26.4	10.9	22.2
CC(=O)c1cc(CN2CCN(CCc3ccccc3)C(CCO)C2)cs1 (stereo unspecified)	5.4	-12.3	-18.2	3.3	-12.0	-3.1	7.1	-2.5	14.6	3.0	8.7
OC[C@@H]1CN(Cc2ccccc2)C[C@H](n2cnc3c(Nc4ccccc4)ncnc32)O1	-16.7	-0.5	.	-11.3	-12.9	17.3	-19.3	.	9.5	-9.6	3.5
COc1cc(/C=C/C(=O)Nc2cccc(S(=O)(=O)N3CCOCC3)c2)ccc1OCC#N	13.2	12.3	-8.1	-7.0	3.1	27.4	22.7	0.9	13.1	-1.1	6.7
CC(C)n1nc(C(=O)Oc2cccc(Cl)c2Cl)c2ccccc2c1=O	-10.7	13.1	5.1	-3.0	4.0	7.0	-16.0	3.2	31.5	-2.7	-5.3
O=C(OCc1ccc([N+](=O)[O-])cc1)c1ccc(N2CCCC2)c([N+](=O)[O-])c1	-21.1	4.4	-17.4	-4.5	-0.5	-1.0	5.8	-1.9	16.9	-3.3	15.3
COc1cccc(/C=C/C(=O)OCC(=O)c2ccc3c(c2)NC(=O)CO3)c1	15.0	-2.3	6.5	-4.5	-1.5	4.0	-3.1	-2.6	34.3	-3.3	10.4

Screening results as filed in PubChem.
